USP1-UAF1 inh – inhibitors of human USP1/UAF1 deubiquitinase; 390,000 compounds, 0.23% hits; AID 743255; Potency, µM (highest dose often 57.1 µM), for the others: at the highest dose activity change, negative = inhibition, usual class: inhibitors; recombinant USP1/UAF1, Ub-Rhodamine cleavage fluorescence; note: potency is the fitted concentration of half-maximal effect; % is set by controls: 0 for no effect and ±100 for the full control effect; nearly all actives have a fitted effect of over 60% in size; inactives centre near -12
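USP1/UAF1 complex (1 nM) preincubated 15 min at room temperature with compound, then Ub-Rho substrate (150 nM final) added. Kinetic fluorescence at 480/540 nm over 6 reads at 60 s intervals; 50 mM HEPES pH 7.8, 0.5 mM EDTA, 0.1 mg/ml BSA, 1 mM TCEP, 0.01% Tween-20.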
PI4K2A block – inhibitors of human PI4K2A; purified PI4K2A, ADP-Glo luminescence, 1 h; active compounds read low; activity change, negative = inhibition, % at 76.9 µM; 420,000 compounds, 0.13% hits; Q9BTU6; in the data active = activity change below about -50%; inconclusive = mostly about -30% to -49%;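 note: -100% = wells without enzyme as full effect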
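In this quantitative HTS, ADP production by PI4K2A was quantified luminescently after 1 h at ambient temperature; 100 microM adenosine served as plate-quality control.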
TrxR1 substrate – is turned over as a substrate by rat TrxR1; O89049; 390,000 compounds, 0.01% hits; Potency, µM (titrated, usually from 114 µM), inactives show at the highest dose activity change, negative = substrate turnover; purified TrxR1 substrate turnover, NADPH consumption readout; AID 588456; note: potency is the fitted concentration of half-maximal effect; % is set by controls: 0 for no effect and ±100 for the full control effect; nearly all actives have a fitted effect of over 50% in size
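Rat TrxR1, dispensed at 90 nM, was prereduced with 400 uM NADPH (final) for 5 min at ~22 deg C, then incubated with compound 15 min before 400 uM selenite. A first-read NADPH fluorescence drop versus no-compound background flagged substrates.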
D2 agonist – agonists of human D2 dopamine receptor; HEK293 T-REx D2 cells, calcium flux agonist mode; activation, % at 2 µM; 340,000 compounds, 0.53% hits; AID 485358;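 active = activation over 3 SD above normal in the single-dose calcium agonist read, cut at about 30% in these data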; note: 0% is about no effect
Target sequence (P14416 whole entry, looked up): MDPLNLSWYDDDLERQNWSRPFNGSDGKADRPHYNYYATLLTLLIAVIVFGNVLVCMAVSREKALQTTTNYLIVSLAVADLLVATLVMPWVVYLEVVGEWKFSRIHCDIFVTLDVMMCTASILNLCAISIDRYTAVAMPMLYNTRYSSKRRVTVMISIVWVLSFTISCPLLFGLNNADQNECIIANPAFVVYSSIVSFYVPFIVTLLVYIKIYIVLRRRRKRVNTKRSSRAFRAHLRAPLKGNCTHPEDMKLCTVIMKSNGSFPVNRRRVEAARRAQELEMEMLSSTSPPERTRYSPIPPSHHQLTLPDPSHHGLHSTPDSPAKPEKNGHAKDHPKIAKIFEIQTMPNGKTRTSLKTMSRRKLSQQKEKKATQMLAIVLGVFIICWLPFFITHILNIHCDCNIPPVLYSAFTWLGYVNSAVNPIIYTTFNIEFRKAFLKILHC
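In this primary screen, compounds producing a positive calcium signal within 180 s of addition to tetracycline-induced, force-coupled HEK293 Trex D2 cells are flagged; cells are dye-loaded with a no-wash calcium kit beforehand.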
D2 antag – antagonists of human D2 dopamine receptor; P14416; HEK293 TREx D2 cells, calcium flux, dopamine EC80; inhibition, % at 10 µM; 340,000 compounds, 2% hits; AID 485344; in the data active = inhibition above about 30%; note: 0% is about no effect
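Measurement of antagonist activity uses fluorescent calcium dye in inducible HEK293 T-REx D2 cells: 10 s baseline, compound addition with 180 s read, EC80 dopamine addition with a further 180 s read.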
TRHR ag – TRH receptor (human) agonism. TRHR cells, calcium flux fluo-8, FDSS agonist mode. activation, % at 2 µM. 360,000 compounds, 0.18% hits; in the data active = activation above about 30%; note: 0% is about no effect
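TRHR-expressing cells, plated overnight in medium with 10% serum, were loaded with fluo-8 calcium dye at room temperature. After a 10 s baseline, library compound was pin-added and calcium release was recorded kinetically (ex 480/em 530) as agonist response.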
TrxR1 inh – rat TrxR1 inhibition; O89049; recombinant rTrxR1, NADPH fluorescence consumption, selenite substrate; Potency, µM (series often up to 114 µM), without a hit: at the top dose activity change, negative = inhibition, hits mostly inhibitors; 390,000 compounds, 1% hits; AID 588453; note: potency is the fitted concentration of half-maximal effect; % is set by controls: 0 for no effect and ±100 for the full control effect; nearly all actives have a fitted effect of over 65% in size
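Rat TrxR1 (90 nM in the dispensed reagent) was pre-reduced with 400 uM NADPH for 5 min at room temperature, then incubated with compound for 15 min. After 400 uM selenite was added, NADPH fluorescence (Ex 340/Em 450 nm) was followed for 8 min.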
TRHR PAM – allosterically enhances the human TRH receptor. TRHR cells, fluo-8 calcium fluorescence, EC20 TRH enhancement. 360,000 compounds, 0.66% hits. enhancement, % at 2 µM. AID 493056. P34981; in the data active = enhancement above about 30%; note: 0% is about no effect
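TRHR-expressing cells loaded with fluo-8 calcium dye were read kinetically (ex 480/em 530) during compound addition, then stimulated with an EC20 of TRH (10 nM final). Enhancement of the Gq-mediated intracellular calcium response was scored.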
IDH1 R132H inh – blocks human mutant IDH1 R132H enzyme | IDH1-R132H enzyme, NADPH consumption, diaphorase/resazurin fluorescence | 390,000 compounds, 0.093% hits | Potency, µM (top dose mostly 76.6 µM), inactives show at the highest dose activity change, negative = inhibition, usual class: inhibitors; note: potency is the fitted concentration of half-maximal effect; % is set by controls: 0 for no effect and ±100 for the full control effect; nearly all actives have a fitted effect of over 65% in size
Target sequence (O75874 whole entry R132H, stated change not applied): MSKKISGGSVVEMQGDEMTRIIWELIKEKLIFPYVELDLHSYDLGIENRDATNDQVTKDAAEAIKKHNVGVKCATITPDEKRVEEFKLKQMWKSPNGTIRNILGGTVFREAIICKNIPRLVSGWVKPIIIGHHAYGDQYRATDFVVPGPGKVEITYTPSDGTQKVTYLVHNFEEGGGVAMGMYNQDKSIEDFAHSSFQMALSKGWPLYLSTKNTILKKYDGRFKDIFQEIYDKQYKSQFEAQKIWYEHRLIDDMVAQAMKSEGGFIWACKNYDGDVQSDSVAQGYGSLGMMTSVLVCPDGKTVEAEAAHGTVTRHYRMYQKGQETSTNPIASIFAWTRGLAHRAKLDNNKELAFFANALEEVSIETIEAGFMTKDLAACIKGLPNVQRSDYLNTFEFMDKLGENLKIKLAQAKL
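IDH1-R132H (0.5 ug/mL dispensed) in pH 7.5 Tris buffer was preincubated 30 min with compound, then given a substrate mix of 0.016 mM NADPH and 2 mM alpha-KG for 80 min at room temperature; remaining NADPH was read by diaphorase/resazurin fluorescence.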
* = called active by the depositor; ? = inconclusive; . = no result given; [ ] = dose if it differs, or a comment. Unless noted, calls come from the whole dose curve; as a rule, active = well fitted inhibition curve with a large enough effect; inconclusive = small, poorly fitted or top-dose-only effect; inactive = no such curve, though single readings can be large or run the other way.

SMILES	USP1-UAF1 inh	PI4K2A block	TrxR1 substrate	D2 agonist	D2 antag	TRHR ag	TrxR1 inh	TRHR PAM	IDH1 R132H inh
Cc1cccc(NC(=O)C(=O)NCCc2csc(-c3ccc(C(F)(F)F)cc3)n2)c1C	-22%	-1	2%[57.1 µM]	0.4	.	0.4	12%[57.1 µM]	4	0%
COc1ccc(C(=O)Nc2ccc(NC(=O)c3ccco3)c(Cl)c2)cc1OC	-5%	-13	5%[57.1 µM]	-0.3	24	-0.3	-2%[57.1 µM]	3	16%
COc1cc(-c2nc3cnccn3c2NC(C)(C)CC(C)(C)C)ccc1O	-3%	3	5%	-1.0	11	-0.8	1%	2	-6%
O=C(O)c1cccc(-c2ccccc2)c1O	5%	-6	346%[activator]	.	.	.	1%	.	-6%
CC1CN(C(=O)c2cccc(COc3ccccc3Cl)c2)CC(C)O1 (stereo not given)	-12%	-8	-7%	-0.6	14	0.2	8%	3	0%
COc1ccccc1N1CCN(C(=O)c2cn(Cc3ccccc3)nc2-c2cccnc2)CC1	-14%	7	7%	0.5	-14	0.8	?	16	6%
c1ccc2oc(CCc3nc4ccccc4o3)nc2c1	-4%	5	-1%	.	.	-0.7	-11%	-2	-5%
CC(C)(C)C1=CC(=O)C(=O)C(C(C)(C)C)=C1	-19%	0	-19%	0.8	-1	0.3	-16%	6	6%
O=C(OCC(=O)N1CCCc2ccccc21)c1cc(Br)ccc1O	-7%	4	-11%	-1.4	-10	-0.3	-21%	-9	0%
Cc1cc(S(=O)(=O)N2CCN(CC(=O)NCCc3cccs3)CC2)ccc1Br	-24%	0	2%	0.0	11	0.0	10%	4	11%
O=c1cnnc(SCCc2ccccc2)[nH]1	-20%	-1	1%	.	.	-0.2	8%	-1	0%
Cc1cc2ccccc2n1-c1ccc(C(=O)N2CCC(C(=O)NCc3ccc(F)cc3)CC2)s1	-9%	1	1%[57.1 µM]	0.0	.	1.9	20%[57.1 µM]	0	-7%
Clc1ccc2c(c1)NC(c1ccncc1)=NC(c1cccs1)=N2	-8%	0	-13%	-0.8	.	-2.0	-10%	2	-1%
CCC(CC)C(=O)NCCN1CCN(C(=O)C(CC)CC)CC1	-2%	6	0%	0.1	6	-0.3	3%[57.1 µM]	0	-6%
CC(=O)OCC1OC(n2ccc(=O)[nH]c2=O)C(O)C1O (stereo not given)	-14%	12	6%[57.1 µM]	0.5	3	0.8	14%[57.1 µM]	8	7%
Cc1[nH]n(-c2cccc(Cl)c2)c(=O)c1-c1ccccc1	-14%	0	-4%	-0.4	1	-0.2	-17%	1	-3%
Oc1ccccc1/C=N/[n+]1ccccc1	-17%	2	4%	0.2	1	0.6	6%	23	8%
COc1cc(C2Nc3ccc4ncccc4c3C3=C2C(=O)CCC3)cc(OC)c1OC (stereo not given)	0%	-2	3%[57.1 µM]	0.2	-7	0.0	-11%[57.1 µM]	22	4%
Cc1ccc(C(=O)C(C)OC(=O)Cn2[nH]c(=O)c3ccccc3c2=O)cc1 (stereo not given)	-18%	-3	1%	-0.6	-8	-1.0	19%	-2	-10%
COC(=O)c1cc2c(cc1[N+](=O)[O-])OCO2	-8%	-1	-5%	0.2	6	0.9	3%	2	-5%
CC(C)CN1CCN(Cc2cccc3nccnc23)CC1CCO (stereo not given)	-3%	6	-20%[57.1 µM]	-0.7	12	1.6	13%[57.1 µM]	-5	3%
COc1cc(NC2=CC(=O)CC(C)(C)C2)cc(OC)c1	-14%	-2	0%	0.7	-18	-1.4	6%	-1	3%
Cc1cccc2nc(Cn3c(=O)n(-c4ccccc4)c(=O)c4c5c(sc43)CCC5)cc(=O)n12	-10%	8	3%	-0.4	.	-0.4	4%	-8	2%
CCCCOC(=O)Oc1ccc2c(=O)c(Oc3cccc(C)c3)coc2c1	-1%	8	-14%	0.1	11	0.8	-12%	-3	7%
O=C(CSc1nccn1-c1ccc(F)cc1)Nc1ccc(OC(F)(F)F)cc1	-11%	3	2%[57.1 µM]	1.1	.	0.2	20%[57.1 µM]	1	-5%
O=C(NC(=S)Nc1ccc(S(=O)(=O)N2CCCC2)cc1)C1CC1	-3%	-2	-6%	-0.9	-8	0.6	-25%	0	6%
CSc1nc2ccc3nc(NC(=O)c4ccc(Cl)s4)sc3c2s1	-23%	-3	1%	0.6	7	0.1	4%	-3	7%
Cc1cccc(NC(=O)CCCN2C(=O)C(c3ccccc3)Oc3cccnc32)c1C (stereo not given)	-5%	-3	4%	-0.6	18	-0.4	31%	-2	-15%
O=C(O)C1CC=CCC1C(=O)Nc1cccc(Cl)c1 (stereo not given)	-23%	-7	-11%[57.1 µM]	-0.6	18	0.2	8%[57.1 µM]	-1	7%
O=C(C1CC=CCC1)N1CCC(CO)(Cc2ccc(Cl)cc2)CC1 (stereo not given)	-9%	-2	2%	0.9	2	-0.6	20%	-3	-7%
CCN(CC)S(=O)(=O)c1ccc(C(=O)NCCSc2c(-c3ccc(OC)cc3)[nH]c3ccccc23)cc1	-14%	-3	-3%	-2.0	.	-0.4	19%	1	-18%
COCCNC(=O)C1CC(c2ccc([N+](=O)[O-])cc2)=NO1 (stereo not given)	?	2	0%	2.4	-6	0.1	7%	-4	15%
COc1ccc(S(=O)(=O)N2CCCCCC2)cc1C(=O)Nc1ccc(C)cn1	-8%	2	5%	-0.4	-1	0.2	20%	-1	0%
O=C(C(NS(=O)(=O)c1cccc2nsnc12)c1ccccc1)N1CCN(c2ccccc2)CC1 (stereo not given)	-17%	7	-1%[57.1 µM]	1.4	1	-0.7	0%[57.1 µM]	16	5%
CCc1ccccc1NC(=O)c1cc(-c2cccs2)on1	-3%	0	-3%	-0.1	-21	1.2	5%	-14	-7%
O=C(COc1ccc(F)cc1)Nc1ccc2nc(SCC(=O)N3CCc4ccccc43)sc2c1	-2%	-4	0%	1.8	.	-0.9	-5%	-3	-4%
CCN1C(=O)C(CC(=O)Nc2cc(C)ccc2C)SC1=Nc1ccc(S(N)(=O)=O)cc1 (stereo not given)	-4%	-3	-2%	0.5	-13	0.8	7%[57.1 µM]	0	1%
O=[N+]([O-])c1ccc(S(=O)(=O)NCC(c2ccco2)N2CCc3ccccc3C2)cc1 (stereo not given)	-12%	-6	-11%	0.8	13	0.3	-9%	-2	12%
COc1ccc(C)cc1S(=O)(=O)n1cnc(C)c1	?	-1	-7%[57.1 µM]	-0.5	5	-0.1	9%[57.1 µM]	18	0%
COc1ccc(C(=O)c2cn(CC(=O)Nc3ccc4c(c3)OCCO4)c3ccc(OC)cc3c2=O)cc1	?	1	-10%	0.8	.	0.4	-8%	-1	-7%

Structures from the list above that contain a furan ring, fused or not:
SMILES	USP1-UAF1 inh	PI4K2A block	TrxR1 substrate	D2 agonist	D2 antag	TRHR ag	TrxR1 inh	TRHR PAM	IDH1 R132H inh
COc1ccc(C(=O)Nc2ccc(NC(=O)c3ccco3)c(Cl)c2)cc1OC	-5%	-13	5%[57.1 µM]	-0.3	24	-0.3	-2%[57.1 µM]	3	16%
O=[N+]([O-])c1ccc(S(=O)(=O)NCC(c2ccco2)N2CCc3ccccc3C2)cc1 (stereo not given)	-12%	-6	-11%	0.8	13	0.3	-9%	-2	12%

(cont.)
SMILES	USP1-UAF1 inh	PI4K2A block	TrxR1 substrate	D2 agonist	D2 antag	TRHR ag	TrxR1 inh	TRHR PAM	IDH1 R132H inh
N#Cc1ccc(C(=O)NC(=S)N2CCOCC2)cc1	-11%	-3	-1%	.	.	.	-6%	.	2%
CC(=O)c1c(C)[nH]c(C(=O)NCc2ccccn2)c1C	-7%	-4	-4%	-0.4	5	0.2	1%	-2	6%
O=C(CSCc1cnn(-c2ccccc2)c1-n1cccc1)NCc1cccnc1	-9%	1	-14%	2.2	-4	-2.5	-18%	15	-14%
COc1ccccc1N(C(=O)CCl)c1cn(C(C)=O)c2ccccc12	-6%	17	-9%	2.0	3	-0.6	4µM*	-11	-5%
CCC(=O)Nc1cccc(NC(=S)NC(=O)c2ccc(Cl)cc2Cl)c1	-13%	0	-9%	-1.1	-3	-2.1	-38%	7	-2%
O=C(C1=C[C@H](c2ccccc2)C[C@H](OCc2ccc(CO)cc2)O1)N1CCN(Cc2ccccc2)CC1	-19%	-3	-1%	0.2	9	-0.5	-16%	-8	12%
CCN1CCN(c2nc(Nc3ccccc3)nc(N)c2[N+](=O)[O-])CC1	-18%	8	-3%	-2.2	84*	0.9	-5%	2	1%
CC1(c2nnc(-c3ccc(Cl)cc3)o2)CC(c2cccc(Cl)c2)=NO1 (stereo not given)	-24%	-5	5%	.	.	1.1	34%	3	-3%[38.3 µM]
COC(=O)c1ccc(-n2nnnc2SCC(=O)Nc2cc(OC)ccc2OC)cc1	-8%	-2	11%	-1.2	1	-1.2	28%	-10	4%
COCCCNc1nc2c(S(=O)(=O)c3ccccc3)nnn2c2ccc(Cl)cc12	4%	0	32%[activator]	0.1	.	0.2	1%	-5	-4%

Four entries out of the list above, arranged by the value under TrxR1 inh, lowest first:
compound	TrxR1 inh
CCC(=O)Nc1cccc(NC(=S)NC(=O)c2ccc(Cl)cc2Cl)c1	-38%
O=C(C1=C[C@H](c2ccccc2)C[C@H](OCc2ccc(CO)cc2)O1)N1CCN(Cc2ccccc2)CC1	-16%
N#Cc1ccc(C(=O)NC(=S)N2CCOCC2)cc1	-6%
COC(=O)c1ccc(-n2nnnc2SCC(=O)Nc2cc(OC)ccc2OC)cc1	28%

(continued)
SMILES	USP1-UAF1 inh	PI4K2A block	TrxR1 substrate	D2 agonist	D2 antag	TRHR ag	TrxR1 inh	TRHR PAM	IDH1 R132H inh
CCOC(=O)C1CCN(C(=O)c2ccccc2N(C)S(C)(=O)=O)CC1	-4%	-3	-12%	-0.1	7	0.2	5%	2	1%
Cc1cc(N2C(=O)C3C4CC(C(Br)C4Br)C3C2=O)no1 (stereo not given)	-10%	5	-20%[57.1 µM]	-2.1	5	0.0	7%[57.1 µM]	14	3%
COc1ccc(NC(=S)N(CCC(C)C)C(C)c2ccncc2)cc1 (stereo not given)	-3%	3	2%	1.1	10	-0.1	3%	-2	-4%
Cc1nc2ncnn2c(N2CCN(C(=O)c3cccc(F)c3)CC2)c1Cc1ccccc1	-12%	2	3%	-0.3	3	-1.3	7%	-8	-3%

Source: PubChem BioAssay (National Center for Advancing Translational Sciences (NCATS))
